Screening data: PubChem BioAssay, Sanford-Burnham Center for Chemical Genomics
TAG inh = inhibitors of triacylglycerol accumulation, primary screen, cell-based, uHTS, fluorescence, H9c2; H9c2 cells, Nile Red lipid (TAG) fluorescence; cells loaded with 200 µM oleic acid; inhibition, % at 12.5 µM; hit rate 0.66% among 230,000;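 active = pattern-corrected inhibition of lipid staining of at least 50% with the nuclear-stain viability signal not falling by more than 50%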;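 note: 0% = DMSO wells and 100% = triacsin C control wells; some results filed as inactive read as strong as hits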
TAG inh DAPI viability = second read-out of TAG inh, no call of its own (marks repeat the call); DAPI nuclei signal change (viability), lower = more cytotoxic, %;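 whole-well DAPI fluorescence read on a plate reader as a viability signal; minus 50 percent equals half of cells still viable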
An asterisk follows results filed as active.

Second line of a record: TAG inh DAPI viability | TAG inh
Cc1cccc(N(C(=O)CNC(=O)c2ccco2)C(C(=O)NCC2CCCO2)c2ccccc2)c1 (stereo not drawn)
  -13 | 6
CCCC(C(=O)Nc1cccc(S(=O)(=O)N2CCCC2)c1)c1ccccc1 (stereo not drawn)
  -4 | -11
CCC(Sc1nc(N)c(NC(=O)c2ccco2)c(=O)[nH]1)C(=O)O (stereo not drawn)
  3 | 0
CCN1C(=O)/C(=C\N2CCOCC2)SC1=S
  2 | 2
O=C1c2ccccc2C(=O)N1CCc1c(-c2[nH]c3ccccc3c2CCN2C(=O)c3ccccc3C2=O)[nH]c2ccccc12
  -30 | 37
O=C(c1ccccc1)n1nnc2ccccc21
  12 | -19
COCCN(Cc1cc2cc(C)c(C)cc2nc1Cl)C(=O)N1CCOCC1
  2 | 12
O=C(Nc1cccc(-c2nc3ncccc3o2)c1)c1ccco1
  -17 | 41
Cc1ccc2nc(SCC(=O)N3CCCCCC3)nc(=O)n2c1
  -1 | -1
CCN1C(=O)N/C(=C/c2ccc(C)o2)C1=O
  0 | 6
O=C(C1CCN(S(=O)(=O)c2cccc3nsnc23)CC1)N1CCCc2ccccc21
  0 | -18
CCc1ccc(C(=O)C(C)OC(=O)c2nc3nc(C)cc(C)n3n2)cc1 (stereo not drawn)
  0 | 11
CC(=NCc1ccccc1)c1ccccc1O
  -5 | -8
CC1CC(C)CN(c2ncc3c(n2)CC(c2ccccc2Cl)CC3=O)C1 (stereo not drawn)
  7 | -18
COc1cc(/C=N/NC(=O)c2ccc(NC(=O)C3CC3)cc2)ccc1OC(C)=O
  5 | 9
Fc1ccccc1NC(=S)Nc1cccc2cnccc12
  -28 | 27
O=[N+]([O-])c1ccc(NN=Cc2ccc(O)cc2)nc1
  -6 | -3
COc1cccc(CSc2nnnn2-c2ccc(O)cc2)c1
  6 | -2
COCCNC(=O)C1(C)CCCN(C(=O)c2ccc(C)c(F)c2)C1 (stereo not drawn)
  4 | 2
Cc1cccc(NC(=O)Cc2nnc(NC(=O)Nc3ccccc3F)s2)c1
  1 | -14
CCn1ccnc1[C@@H]1C[C@H]2CN(Cc3ccccc3OC)C(=O)[C@]23CCCN13
  3 | -2
CC(CCc1ccccc1)NC(=O)CN1C(=O)NC2(CCCCC2)C1=O (stereo not drawn)
  -4 | -2
O=C(COc1ccccc1[N+](=O)[O-])Nc1ccccc1N1CCCC1
  -10 | -9
O=C(O)/C=C/c1cn(Cc2ccccc2)nc1-c1cccnc1
  2 | -11
O=C(COC(=O)CCC(=O)c1ccc(F)cc1)Nc1nnc(-c2ccccc2)o1
  -6 | 2
CCCN(CCC)c1nc2ccccc2nc1C(C#N)C(=O)OCCOC (stereo not drawn)
  1 | -4
CCCCCCCCCOC(=O)C[n+]1csc(CCO)c1C
  -10 | 16
COc1ccc(CCC(=O)NNC(=O)Cn2nc(C)cc2C)cc1
  -6 | 8
Cc1ccc(NC(=O)CSc2nnc(COc3ccc(C#N)cc3)n2-c2ccccc2)cc1C
  -4 | 23
C/C(=N\NC(=O)c1cc(-c2ccccn2)nc2ccccc12)c1cccc([N+](=O)[O-])c1
  -9 | 10

2 neighbouring entries out of the list so far, for reference:
Second line of a record: TAG inh DAPI viability | TAG inh
Cc1ccc(NC(=O)CSc2nnc(COc3ccc(C#N)cc3)n2-c2ccccc2)cc1C
  -4 | 23
C/C(=N\NC(=O)c1cc(-c2ccccn2)nc2ccccc12)c1cccc([N+](=O)[O-])c1
  -9 | 10

(continued)
Second line of a record: TAG inh DAPI viability | TAG inh
O=C(O)C1CC(=O)N(CCc2ccccc2)C1 (stereo not drawn)
  -10 | 15
COc1ccc(-c2noc(CCC(=O)NCCCN3CCC(Cc4ccccc4)CC3)n2)cc1
  0 | 37
COc1ccc(-c2[nH]ncc2CN(C)CCN2CCOCC2)cc1F
  9 | 1
CC[C@]12c3[nH]c4cc(CCC(=O)N(C)C)ccc4c3CCN1C(=O)[C@@H](CC(=O)NCc1cccc(C(F)(F)F)c1)C[C@@H]2C(=O)N1CCN(C(=O)c2ccco2)CC1
  -5 | 20
COc1ccc(CN2CCC(n3nccc3NC(=O)C3CC3)CC2)cc1O
  -1 | -1
O=C(CCCCl)NC(=S)Nc1cc(C(F)(F)F)ccc1N1CCOCC1
  -6 | 3
CCc1nc2c(c(SC)nn2-c2ccccc2)c(N)c1C(=O)OC
  6 | 5
Cc1ccc(S(=O)(=O)N2CCOCC2)cc1NC(=O)COC(=O)c1cnc(Cl)c(Cl)c1
  5 | 7
Nc1nc(Nc2ccc(Cl)cc2)nc(NCCO)c1[N+](=O)[O-]
  4 | 13
CCOC(=O)c1sc(=S)n(-c2ccc(C)cc2)c1N
  -9 | -8
Cc1ccccc1OCC(=O)Nc1nnc(C2CC2)s1
  -8 | -10
COc1cc2c(cc1OC)C(=S)NC1(CCCC1)C2
  -3 | -5
Cc1cccc(-n2c(CNC(=O)c3cccc([N+](=O)[O-])c3C)n[nH]c2=S)c1
  -4 | 6
CC1(C(=O)NS(=O)(=O)C2CC2)CCCN(C(=O)c2ccccc2)C1 (stereo not drawn)
  4 | -5
CC(C)(C)c1cc2nc3c(c(=O)n2[nH]1)CN(Cc1ccccc1)C3=O
  -2 | 4
CCc1ccc2c(c1)c1nc(C)sc1n2CC
  -8 | 6
O=C(COC(=O)c1cc(Cl)ccc1O)NNC(=O)c1ccc([N+](=O)[O-])cc1
  -3 | 17
CN(C)CCOc1ccc(-c2c(-c3ccccc3)sc3ccccc23)cc1
  -30* | 58*
CCOC(=O)c1nc(NCc2ccccc2F)c2ccccc2n1
  -3 | -16
CCOC(=O)C1CC2CC(C1)CN(C(=O)C1CCCCC1)C2 (stereo not drawn)
  -3 | -7
CCn1c(=O)c(=O)[nH]c2cc(C(=O)N3CCN(c4ccccc4F)CC3)ccc21
  -9 | 10
COC(=O)C1SCC2C(=O)N(Cc3ccc(Cl)c(Cl)c3)CC(=O)N21 (stereo not drawn)
  6 | 5
COc1ccc(NC(=O)NS(=O)(=O)c2ccc(C)cc2)cc1OC
  2 | -1
O=C(CSc1nnc(CNC(=O)c2ccccc2F)o1)NCC1CCCO1 (stereo not drawn)
  -5 | 9
COc1cc(C(=O)N(C)C2CCCN(Cc3ccccc3F)C2)cc(OC)c1OC (stereo not drawn)
  -2 | 2
Cc1ccc(-c2nc3ncccc3o2)cc1N
  10 | 7
Cc1cc(Cc2ccc([N+](=O)[O-])cc2)c(C)cn1
  -2 | -1
COc1ccc(NC(=O)c2cc(-c3ccc(C)cc3)on2)cc1OC
  -2 | 7
Cc1cc(C)n(Cc2ccc(Cl)c(Cl)c2)c(=O)c1S(=O)(=O)c1ccccc1
  3 | -2
O=C(c1ccc2nc(N3CCOCC3)sc2c1)N1CCC(Cc2ccccc2)CC1
  0 | -4

Compound profiles, from the list above. Values in the order: TAG inh DAPI viability | TAG inh
`CC(C)(C)c1cc2nc3c(c(=O)n2[nH]1)CN(Cc1ccccc1)C3=O` across the screens: -2 | 4
`COc1ccc(-c2noc(CCC(=O)NCCCN3CCC(Cc4ccccc4)CC3)n2)cc1` across the screens: 0 | 37
`CN(C)CCOc1ccc(-c2c(-c3ccccc3)sc3ccccc23)cc1` across the screens: -30* | 58*

The list continues:
Second line of a record: TAG inh DAPI viability | TAG inh
CCCCC(=Nc1ccccc1OC)C1=C(O)CC(c2ccccc2)CC1=O (stereo not drawn)
  -1 | -6
c1ccc(CSc2nnc(-c3ccco3)n2Cc2ccccc2)cc1
  4 | -15
COCCNc1ncnc2c1ncn2[C@H]1CN(Cc2ccco2)C[C@@H](CO)O1
  13 | -20
COc1ccccc1NC(=O)N(C)C[C@@H]1OCc2cn(nn2)CCCC(=O)N([C@H](C)CO)C[C@H]1C
  2 | -3
Cc1ccc(NC(=O)CSCC(=O)Nc2cc(S(=O)(=O)N3CCOCC3)ccc2OC(C)C)cc1
  -3 | -18
COc1cc(OC)c2nc(C)c3c(c2c1)N(c1ccc(O)cc1)CC3
  6 | 25
COC(=O)C1=C(NC(=O)CCCCl)CCS1
  3 | -7
COc1ccc(OCCCC(=O)N(CCC2=CCCCC2)c2c(N)n(Cc3ccccc3)c(=O)[nH]c2=O)cc1
  4 | -6
CC(NC(=O)C1CC1)C(c1cccs1)N1CCN(c2ccccc2)CC1 (stereo not drawn)
  -4 | -7
CC1CC(C)CN(CCOc2ccc(Br)cc2)C1 (stereo not drawn)
  18 | -3
CCOc1ccc(C(=O)Nc2ccc(CN3CCOCC3)cc2)cc1Br
  0 | 10
O=C(COc1ccc(-n2cnnn2)cc1)Nc1cc(Cl)cc(Cl)c1
  -5 | -7
Cc1ccc(C(=O)NNC(=O)C2CC2)cc1Br
  5 | 12
CCOC(=O)C(C)Oc1cccc2c(=O)n(CC(=O)NCc3ccccc3)ccc12 (stereo not drawn)
  -11 | 19
COc1ccc(-c2nnc(SCC(=O)N3CCOCC3)n2C)cc1OC
  8 | -14
Cn1c(C(=O)N2CCN(c3ncccn3)CC2)cc2c(=O)n(C)c3ccccc3c21
  3 | 6
CN(C)C(=O)CSc1nnc(-c2cccs2)n1-c1ccccc1
  1 | 0
CCOc1ccc(NC(=O)c2nn(C)c(C(=O)Nc3ccc(OCC)cc3)c2[N+](=O)[O-])cc1
  -2 | -2
CCC(=O)Nc1cccc(NC(=S)NC(=O)c2ccccc2C)c1
  -3 | -8
CC1CCN(c2ccc(NC(=O)c3ccc([N+](=O)[O-])o3)cc2)CC1
  -55 | 84
COC(CNS(=O)(=O)c1ccc(Cl)cc1)c1ccccc1 (stereo not drawn)
  2 | -10
C/C(=N\NC(=O)c1cccc(Br)c1)c1ccccn1
  -42 | 50
COc1ccc(C(=O)Cn2c(=O)c(CCC(=O)O)nn3c4ccccc4nc23)cc1OC
  -6 | 2
CCOc1ccc(CCN2C(=O)C3C4CCC(O4)C3C2=O)cc1OCC (stereo not drawn)
  -2 | -7
COc1ccc2c(c1OC)C(=O)OC2CC(=O)c1ccc(N(C)C)cc1 (stereo not drawn)
  -4 | 8
Clc1ccc(-c2nn3c(C4COc5ccccc5O4)nnc3s2)cc1 (stereo not drawn)
  -3 | -4
COc1ccc(C2c3sc(=O)[nH]c3SCC2C(N)=O)cc1 (stereo not drawn)
  5 | -5
CC(C)c1ccc(NC(=O)C2Cc3c(-c4ccccc4Oc4ccccc4)ccnc3O2)cc1 (stereo not drawn)
  -3 | -31
CCC(C)c1nc2ccsc2c(N2CCOC2=O)c1-c1ccccc1 (stereo not drawn)
  -6 | -32
Cc1nnc(SCC(=O)Nc2ccc(Br)cn2)[nH]c1=O
  -4 | 2

As entered above:
O=C(C1CCN(S(=O)(=O)c2cccc3nsnc23)CC1)N1CCCc2ccccc21 in TAG inh DAPI viability is listed with 0
Cc1ccc(-c2nc3ncccc3o2)cc1N in TAG inh DAPI viability is listed with 10
CCc1ccc(C(=O)C(C)OC(=O)c2nc3nc(C)cc(C)n3n2)cc1 (stereo not drawn) in TAG inh DAPI viability is listed with 0
CCN1C(=O)N/C(=C/c2ccc(C)o2)C1=O in TAG inh is listed with 6
COc1ccc(-c2nnc(SCC(=O)N3CCOCC3)n2C)cc1OC in TAG inh is listed with -14

Additional compounds.
Second line of a record: TAG inh DAPI viability | TAG inh
COc1ccc(CNC/C=C/c2ccccc2)cc1
  5 | -1
Cc1cc(F)ccc1S(=O)(=O)N(CC(=O)N1CCOCC1)CC(=O)N1CCOCC1
  -9 | 18
Cc1ccc(NC(=O)NNC(=O)Cn2nc(-c3ccccc3)c(-c3ccccc3)c(C#N)c2=O)cc1
  4 | 7
CC(C)CNC(=O)c1cccc(NC(=O)C(C)C)c1
  -13 | 12
Cc1ccccc1C1NC(=S)NC2=C1C(=O)CC(C)(C)C2 (stereo not drawn)
  2 | -9
Cc1ccc(C)c(N2CCN(S(=O)(=O)c3ccc4c(c3)oc(=O)n4C)CC2)c1
  -1 | 16
O=C(O)/C=C/c1ccc(S(=O)(=O)NCc2ccco2)cc1
  -11 | -1
O=C(c1cc(-c2ccncc2)nc2ccc(Br)cc12)N1CCN(Cc2ccc3c(c2)OCO3)CC1
  -11 | 12
CC(=O)c1ccc(S(=O)(=O)N2CCN(C(=O)/C=C/c3ccc4ccccc4n3)CC2)cc1
  -5 | 2
CCCC(=O)N1CCC1(C)C(=O)Nc1cc(OC)c(OC)c(OC)c1 (stereo not drawn)
  1 | -2
Clc1ccc(-c2cc(C3CCNCC3)[nH]n2)cc1
  -1 | 12
COc1ccccc1NC(=O)c1cccc2c(Br)cccc12
  -4 | -7
CC1(C(=O)NS(=O)(=O)c2ccccc2Cl)CCN1C(=O)Cc1cc(F)ccc1F (stereo not drawn)
  8 | -4
Cc1cc(OCC(=O)OCC(=O)N2CCc3ccccc32)ccc1Cl
  1 | 5
CCN1CCN(C(=O)c2ccc(S(=O)(=O)Nc3ccccc3)cc2)CC1
  0 | -2
O=C(COc1ccc2cc(Br)ccc2c1)N1CCOCC1
  -5 | 14
COc1ccc(NC2CCCN(C(=O)CSc3ccccc3)C2)cc1OC (stereo not drawn)
  -2 | -27
O=C(COc1ccc(NC(=O)c2ccccc2)cc1)c1ccccc1
  0 | -12
CCCN(CCC)S(=O)(=O)c1cccc(-c2csc(C)n2)c1
  -1 | -20
CCOC(=O)c1nnn(CC(=O)Nc2cccc(F)c2)c1C(=O)OCC
  -2 | -12
COc1ccc(-n2nnnc2/C(=C/N(C)C)C(=O)c2ccccc2)cc1
  -3 | -5
O=C(COC(=O)c1cccc(OC(F)F)c1)Nc1ncccn1
  6 | -7
COc1cccc(NC(=S)NCCC(c2ccccc2)c2ccccc2)c1
  4 | -6
COc1ccccc1CN1CCN(C(CC(C)C)c2nnnn2Cc2cccs2)CC1 (stereo not drawn)
  -7 | 11
CCCCC1CCC(C(=O)Nc2ccccc2N2CCOCC2)CC1 (stereo not drawn)
  0 | -8
Cc1cc(OCC(=O)Nc2ccncc2)ccc1[N+](=O)[O-]
  12 | -18
O=C(Nc1cnn(Cc2ccc(Cl)cc2Cl)c1)c1noc2c1CCCC2
  2 | -15
Cc1ccccc1NC(=O)CCCCC(=O)Nc1ccccc1C
  -2 | -6

This is a subset; the hit share may differ from the screen's.
